TRHR enhancer: allosterically enhances the human TRH receptor. P34981. TRHR cells, fluo-8 calcium fluorescence, EC20 TRH enhancement. enhancement, % at 2 µM. 360,000 compounds, 0.66% hits. AID 493056; in the data active = enhancement above about 30%; note: 0% is about no effect
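Enhancer read-out: after compound pinning and an initial kinetic agonist-mode read, an EC20 of TRH (10 nM final) was injected and fluo-8 calcium signal (Ex 480/Em 530) followed at 1 s/cycle for 100 cycles in TRHR-expressing cells.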
D2 antag: D2 dopamine receptor (human) antagonism; P14416; HEK293 TREx D2 cells, calcium flux, dopamine EC80; inhibition, % at 10 µM; 340,000 compounds, 2% hits; AID 485344; in the data active = inhibition above about 30%; note: 0% is about no effect
Target sequence (P14416 whole entry, looked up): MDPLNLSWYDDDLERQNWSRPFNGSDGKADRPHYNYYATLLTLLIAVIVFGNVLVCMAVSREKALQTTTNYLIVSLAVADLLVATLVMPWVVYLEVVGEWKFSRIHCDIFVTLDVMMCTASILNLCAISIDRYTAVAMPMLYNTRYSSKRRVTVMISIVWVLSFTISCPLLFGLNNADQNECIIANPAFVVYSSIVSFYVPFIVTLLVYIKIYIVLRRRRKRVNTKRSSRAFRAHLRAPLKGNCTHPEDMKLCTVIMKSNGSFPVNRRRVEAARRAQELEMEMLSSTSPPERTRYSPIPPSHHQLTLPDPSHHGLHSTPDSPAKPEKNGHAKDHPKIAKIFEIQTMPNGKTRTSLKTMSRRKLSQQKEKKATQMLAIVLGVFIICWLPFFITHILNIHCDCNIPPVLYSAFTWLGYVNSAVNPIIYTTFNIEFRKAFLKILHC
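Compounds are added to dye-loaded, induced HEK293 T-REx cells coupled to calcium release via D2; after a 3 min kinetic read an EC80 dopamine stimulus is given and fluorescence is recorded for 3 more min.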
TrxR1 substrate: is turned over as a substrate by rat TrxR1; O89049; purified TrxR1 substrate turnover, NADPH consumption readout; Potency, µM (titrated, usually from 114 µM), for the others: at the highest dose activity change, negative = substrate turnover; 390,000 compounds, 0.01% hits; note: potency is the fitted concentration of half-maximal effect; % is set by controls: 0 for no effect and ±100 for the full control effect; nearly all actives have a fitted effect of over 50% in size
Target sequence (O89049 whole entry, looked up): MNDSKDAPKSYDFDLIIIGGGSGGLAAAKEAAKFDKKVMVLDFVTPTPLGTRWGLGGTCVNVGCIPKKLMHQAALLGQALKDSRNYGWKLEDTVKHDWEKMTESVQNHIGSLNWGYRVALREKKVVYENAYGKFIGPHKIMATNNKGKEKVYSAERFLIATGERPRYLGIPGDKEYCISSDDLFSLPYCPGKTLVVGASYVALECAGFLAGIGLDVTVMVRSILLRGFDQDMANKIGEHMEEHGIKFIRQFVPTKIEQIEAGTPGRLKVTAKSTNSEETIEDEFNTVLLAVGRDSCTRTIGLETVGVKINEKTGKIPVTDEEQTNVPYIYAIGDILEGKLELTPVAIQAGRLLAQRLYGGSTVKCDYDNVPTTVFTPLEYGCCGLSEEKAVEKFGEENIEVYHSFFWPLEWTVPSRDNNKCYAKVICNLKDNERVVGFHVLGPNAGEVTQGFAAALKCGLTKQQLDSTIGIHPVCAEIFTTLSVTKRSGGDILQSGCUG
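Rat TrxR1, dispensed at 90 nM, was prereduced with 400 uM NADPH (final) for 5 min at ~22 deg C, then incubated with compound 15 min before 400 uM selenite. A first-read NADPH fluorescence drop versus no-compound background flagged substrates.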
mIDH1 inhibitor: inhibitors of human mutant IDH1 R132H; O75874; IDH1-R132H enzyme, NADPH consumption, diaphorase/resazurin fluorescence; Potency, µM (titrated, usually from 76.6 µM), for inactives: top-dose activity change, negative = inhibition, usual class: inhibitors; 390,000 compounds, 0.093% hits; AID 602179; note: potency is the fitted concentration of half-maximal effect; % is set by controls: 0 for no effect and ±100 for the full control effect; nearly all actives have a fitted effect of over 65% in size
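IDH1-R132H (0.5 ug/mL dispensed) in pH 7.5 Tris buffer was preincubated 30 min with compound, then given a substrate mix of 0.016 mM NADPH and 2 mM alpha-KG for 80 min at room temperature; remaining NADPH was read by diaphorase/resazurin fluorescence.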
USP1-UAF1 inh: USP1/UAF1 (human) deubiquitinase inhibition; O94782; recombinant USP1/UAF1, Ub-Rhodamine cleavage fluorescence; Potency, µM (series often up to 57.1 µM), for the others: top-dose activity change, negative = inhibition, hits mostly inhibitors; 390,000 compounds, 0.23% hits; AID 743255; note: potency is the fitted concentration of half-maximal effect; % is set by controls: 0 for no effect and ±100 for the full control effect; nearly all actives have a fitted effect of over 60% in size; inactives centre near -12
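Step one: compound is pinned into 1nM USP1/UAF1 in HEPES pH 7.8 buffer with TCEP. Step two: 15 min room-temperature incubation. Step three: Ub-Rho (150nM final) starts cleavage, tracked by fluorescence over six one-minute reads.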
PI4K2A inh: inhibitors of human PI4K2A; activity change, negative = inhibition, % at 76.9 µM; AID 1346378; Q9BTU6; purified PI4K2A, ADP-Glo luminescence, 1 h; active compounds read low; 420,000 compounds, 0.13% hits; in the data active = activity change below about -50%; inconclusive = mostly about -30% to -49%;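 note: -100% = wells without enzyme as full effect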
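ADP-Glo luminescence measured ADP generated by PI4K2A enzyme (4 ug/mL before mixing) with 1.2 mM PI substrate (pre-mix) and 300 microM ATP (pre-mix). Tris pH7.5 buffer with MgCl2, Triton X-100; 1 h reaction at ambient temperature.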
D2 ag: activates the human D2 dopamine receptor; P14416; HEK293 T-REx D2 cells, calcium flux agonist mode; activation, % at 2 µM; 340,000 compounds, 0.53% hits;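 active = activation over 3 SD above normal in the single-dose calcium agonist read, cut at about 30% in these data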; note: 0% is about no effect
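Tetracycline-induced HEK293 T-REx cells with force-coupled D2 receptor, plated overnight at 30 C, loaded with no-wash calcium dye. After a 10 s baseline, compound was pin-added and calcium flux read kinetically for 180 s; calcium rises flagged agonists.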
rTrxR1 inhibitor: blocks rat thioredoxin reductase 1 | O89049 | recombinant rTrxR1, NADPH fluorescence consumption, selenite substrate | Potency, µM (titrated, usually from 114 µM), for inactives: at the top dose activity change, negative = inhibition, usual class: inhibitors | 390,000 compounds, 1% hits; note: potency is the fitted concentration of half-maximal effect; % is set by controls: 0 for no effect and ±100 for the full control effect; nearly all actives have a fitted effect of over 65% in size
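Rat TrxR1 (90 nM in the dispensed reagent) was pre-reduced with 400 uM NADPH for 5 min at room temperature, then incubated with compound for 15 min. After 400 uM selenite was added, NADPH fluorescence (Ex 340/Em 450 nm) was followed for 8 min.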
TRHR ag: agonists of human TRH receptor | P34981 | 360,000 compounds, 0.18% hits | TRHR cells, calcium flux fluo-8, FDSS agonist mode | activation, % at 2 µM; in the data active = activation above about 30%; note: 0% is about no effect
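In this calcium-flux screen, cells bearing human TRHR are dye-loaded with fluo-8, baselined for 10 cycles, then exposed to library compounds; positive kinetic calcium responses during the agonist phase mark hits, with TRH as control.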
Active calls of the source: *; u = inconclusive; x = no result given; & = joins results of further samples; [ ] = another dose, or the depositor's remark. Unless noted, calls come from the whole dose curve; as a rule, active = well fitted inhibition curve with a large enough effect; inconclusive = small, poorly fitted or top-dose-only effect; inactive = no such curve, though single readings can be large or run the other way.

Below each compound – TRHR enhancer, D2 antag, TrxR1 substrate, mIDH1 inhibitor, USP1-UAF1 inh, PI4K2A inh, D2 ag, rTrxR1 inhibitor, TRHR ag
#1 Cn1cc(S(=O)(=O)N2CCOCC2)cc1C(=O)NCc1ccc(Cl)cc1
    -4, x, -1%[57.1 µM], 7%, -12%, 5, x, 19%[57.1 µM], 0.1
#2 CC(=O)c1cccc(NC(=O)c2noc3c2CCc2ccccc2-3)c1
    2, 18, -1%, -14%, -20%, 9, 1.0, 13%, 1.1
#3 COc1ccc(N(C(=O)COc2ccccc2OC)S(=O)(=O)c2ccc(C)cc2)cc1
    -3, -15, -4%[57.1 µM], 9%, -14%, 32, -0.6, 20%[57.1 µM], 0.4
#4 O=S(=O)(NCCc1ccccc1)c1cccs1
    3, -13, 4%, -4%, -7%, -5, -1.1, 28%, -1.2
#5 COC(=O)CNC(=O)C1CCN(S(=O)(=O)c2cnc[nH]2)CC1
    -4, 18, 1%, -3%, -21%, 4, -0.5, 17%, 0.5
#6 CCOc1ccc(-n2c(C)nc3cc(C(=O)NCc4ccc(C)cc4)ccc32)cc1
    -5, x, 2%[57.1 µM], 14%, -7%, 3, 1.5, 3%[57.1 µM], 0.0
#7 O=C(C1=C[C@@H](c2coc3ccccc3c2=O)C[C@@H](OCc2ccc(CO)cc2)O1)N1CCOCC1
    -6, 11, -2%, 0%, -7%, 2, 0.0, -2%, -0.1
#8 CCC(CC)N1CCN(S(=O)(=O)c2ccc(OC)cc2)CC1
    -2, -9, -4%, 5%, 2%, 2, -1.3, -6%[57.1 µM], -0.6
#9 CC(=O)c1sc(NC(=O)c2cccnc2Cl)nc1C
    0, 6, -17%, 6%, -2%, 6, 1.0, -9%, 0.4
#10 CCCCN(CCCC)c1cc(C)nc(-c2ccccc2O)n1
    2, -11, 78%[activator], 2%, -12%, -5, 0.3, 61%[activator], 0.3
#11 Cn1c(=O)oc2cc(S(=O)(=O)N3CCCC(C(=O)N4CC=C(c5ccccc5)CC4)C3)ccc21 (stereo unspecified)
    -5, -1, x, x, x, x, 0.1, x, 0.2
#12 Cc1ccc(-n2c(N)c(C(=O)NCc3ccco3)sc2=S)cc1
    -13, -3, -15%, 16%, -8%, 1, 0.2, -15%, -0.8
#13 COCCCN=C(c1ccco1)n1c(=S)nc(-c2ccco2)n(CCCOC)c1=S
    -3, 7, 8%[57.1 µM], 5%, -25%, -3, 0.5, u, 0.2
#14 Cc1ccc2[nH]c(=S)cc(C)c2c1
    0, 8, -14%, 4%, -2%, -13, -0.6, u, -0.2
#15 COc1ccc(NC(=O)CSc2ccc(-c3sc(C)nc3C)nn2)cc1OC
    2, 8, -1%, 5%, -10%, 2, 0.1, -9%, -0.5
#16 FC(F)(F)c1nc2ccccc2nc1N/N=C/c1c(Cl)cccc1Cl
    16, 3, 4%[57.1 µM], 1%, -18%, -2, -1.2, 2%[57.1 µM], -0.8
#17 Cc1ccc(C2(C)NC(=O)N(CC(=O)NCCN3C(=O)S/C(=C\c4cccnc4)C3=O)C2=O)cc1 (stereo unspecified)
    x, x, -11%, 4%, -16%, -11, x, -15%, x
#18 CCOc1ccc(S(=O)(=O)N2CCN(C(=O)CN3C(=O)NC4(CCCC4)C3=O)CC2)cc1
    4, -7, -7%, -8%, -24%, 3, -0.1, -6%, -0.3
#19 CC(Oc1ccccc1)C(=O)Nc1cccc([N+](=O)[O-])c1 (stereo unspecified)
    5, -4, -3%[57.1 µM], 1%, -7%, 4, -1.5, 20%[57.1 µM], -1.1
#20 CC(Sc1ccc(Cl)cc1)C(=O)N(C)CC(=O)Nc1ccc(N2CCOCC2)cc1 (stereo unspecified)
    2, 0, -7%[57.1 µM], -5%, -1%, -6, 1.2, 15%, -0.2
#21 O=C(O)c1cc2ccccc2cc1Nc1ccccc1
    -1, 5, -13%, -7%, -3%, -1, -0.8, -11%, -0.2
#22 CCc1nn(CC(=O)N2CCN(c3cccc(C(F)(F)F)c3)CC2)c(=O)c2cccn12
    8, x, -7%, -12%, -5%, 2, -1.7, -10%, 0.0
#23 Cc1ccc(C)c(OC(C)C(=O)Nc2nccs2)c1 (stereo unspecified)
    -9, 9, 1%, 7%, -19%, -3, -2.0, 18%, -0.6
#24 COc1ccc(CCNC(=O)c2ccc(N3CCCCS3(=O)=O)cc2)cc1OC
    11, -9, -1%, -3%, -6%, -4, -0.7, 14%, 0.4
#25 CCOC(=O)c1[nH]c(C)c(C(=O)Nc2cc(Cl)ccc2C)c1C
    0, 0, 7%, 1%, -16%, 3, -0.3, 28%, 0.1
#26 Cc1cccc(C(=O)NCCc2nnc(SCC(=O)Nc3nc(C)cs3)n2C)c1
    7, 0, 47%[activator], -3%, 6%, -6, -0.2, 18%, 1.1
#27 CCn1cc2nc(SCC(=O)Nc3cc(OC)ccc3OC)n(Cc3ccc(Cl)cc3)c(=O)c2n1
    12, x, -6%, -2%, -30%, 1, 0.2, 26%, 0.9
#28 O=C(c1ccc(S(=O)(=O)N2CCC(c3nc4ccccc4s3)CC2)cc1)N1CCCCC1
    x, x, 3%[57.1 µM], -4%, -1%, 0, x, -10%[57.1 µM], x
#29 COc1ccccc1C=CC(=O)C=Cc1ccccc1OC
    x, x, 7%[57.1 µM], 4%, -16%, 8, x, 0%[11.4 µM], x
#30 COc1ccc(OC)c(NC(=O)CSc2nnc(C3CCCCC3)n2-c2ccccc2)c1
    -3, -27, -6%, 21%, -1%, -11, -0.5, -2%, -0.5

2 compounds from above with just rTrxR1 inhibitor and TRHR ag:
| # | Compound | rTrxR1 inhibitor | TRHR ag |
| --- | --- | --- | --- |
| 22 | CCc1nn(CC(=O)N2CCN(c3cccc(C(F)(F)F)c3)CC2)c(=O)c2cccn12 | -10% | 0.0 |
| 23 | Cc1ccc(C)c(OC(C)C(=O)Nc2nccs2)c1 (stereo unspecified) | 18% | -0.6 |

(listing goes on)
Below each compound – TRHR enhancer, D2 antag, TrxR1 substrate, mIDH1 inhibitor, USP1-UAF1 inh, PI4K2A inh, D2 ag, rTrxR1 inhibitor, TRHR ag
#31 Cc1ccc(CCNS(=O)(=O)c2ccc3c(c2)CCN3C(=O)CCC(=O)O)cc1
    3, x, 7%, 0%, -23%, 2, -1.8, 23%, -0.4
#32 CCCCNC(=S)NCCN1CCCCC1
    3, -10, 10%[57.1 µM], -1%, -3%, 2, -0.1, 20%[57.1 µM], -0.1
#33 Cc1nn(Cc2ccccc2)c(Cl)c1/C=C/C(=O)OC(C(=O)NC(N)=O)C(C)C (stereo unspecified)
    -3, x, -2%, 4%, -15%, -1, x, 22%, 0.4
#34 NS(=O)(=O)c1ccc(-n2nncc2C23CC4CC(CC(C4)C2)C3)cc1
    4, -18, -3%, -1%, 4%, 1, 0.5, 16%, 0.1
#35 COCCCNC(=O)CCC(=O)NNc1nc2ccccc2c2nc(-c3ccccc3)nn12
    6&-7, 16, -8%, 8%&16%, -9%&-7%, 0&-1, -0.4&-0.6, -10%, -0.3&-0.8
#36 Cc1c([N+](=O)[O-])cnc(Sc2ccccc2)c1[N+](=O)[O-]
    x, x, -4%, -4%, -10%, 22, x, u, x
#37 CC(C)(CNS(=O)(=O)c1ccc2ccccc2c1)N1CCOCC1
    -2, 26, 4%, 4%, -15%, -4, 0.2, 13%, -0.6
#38 O=C(CCCN1C(=O)/C(=C\c2cccs2)SC1=S)NNC(=O)c1cccnc1
    -3, x, -5%, 0%, -15%, -3, x, 5%, 0.1
#39 CCCCOc1ccccc1/C=N/NC(=O)CC#N
    -5, -2, -1%, -2%, -22%, -3, 0.0, -8%, -0.1
#40 Cc1cccc(-c2nc(CCNC(=O)COc3ccccc3)cs2)c1
    13, x, 7%[57.1 µM], -6%, 2%, -2, 0.8, 19%[57.1 µM], -0.3
#41 COc1cccc(CNc2nc3nc(C)c(Cl)c(C)n3n2)c1
    -1, 0, 29%, 1%, -10%, -1, -0.3, -5%, -1.1
#42 O=C(O)c1ccc(Oc2nc3ccccc3s2)cc1
    x, x, 5%[11.4 µM], 2%, -18%, -61*, x, -1%[11.4 µM], x
#43 O=C(CN1c2ccccc2S(=O)(=O)c2ccccc21)NCc1ccccc1
    6, 1, -2%, 18%, -7%, -2, -0.2, -1%, -0.2
#44 O=C1Nc2cc(C(F)(F)F)ccc2N2CCCCC12 (stereo unspecified)
    -2, x, 11%[57.1 µM], -2%, -15%, 5, x, -2%[57.1 µM], 0.0
#45 CCOC(=O)C1=CN(Cc2ccc(OC)cc2)C=C(C(=O)OCC)C1c1cccs1
    -1, 42*, 21%[57.1 µM], -8%, -5%, 0, 0.6, -10%[57.1 µM], 1.2
#46 O=C(NCCO)c1ccc(Cl)c(Cl)c1
    10, 13, -5%, 5%, -13%, -5, 1.0, -3%, 1.1
#47 Oc1c(Cl)cc(Cl)c2c1NCCC2
    -1, 39*, -7%, 18%, -24%, -8, 0.5, 2.2µM*, -0.6
#48 O=C(CN1C(=O)COc2ccc(S(=O)(=O)N3CCCC3)cc21)Nc1cccc(F)c1
    -3, -5, 3%, 3%, -18%, 1, -0.4, 7%, -0.2
#49 COc1ccc(S(=O)(=O)N2CCCC2CNC(=O)C(=O)NCc2ccc3c(c2)OCO3)cc1 (stereo unspecified)
    -3, 0, -6%[57.1 µM], 0%, -12%, -2, 0.4, -5%[57.1 µM], -0.3
#50 O=C(NCc1ccccc1)C1CCN(S(=O)(=O)c2ccc3[nH]c(=O)ccc3c2)CC1
    -2, x, -2%[57.1 µM], 22%, -23%, 3, -1.1, 14%[57.1 µM], 0.3
#51 CCC/C(O)=N\S(=O)(=O)c1ccc(N=NN(C)C)cc1
    -1, 19, -8%, 7%, -15%, 5, 0.0, -2%, 0.4

High-throughput results (PubChem)

This is a random part of the collection, and some 3.9% of all compounds hit somewhere here.
